FBPA Giardia inh – Giardia lamblia aldolase inhibition. A8B2U2. purified Giardia FBPA. Potency, µM (top dose mostly 59.6 µM), for inactives: top-dose activity, negative = inhibition, hits mostly inhibitors. 290,000 tested, 0.71% active. AID 2451; further: potency means the concentration at half of the fitted maximal effect; on the % scale 0 is the no-effect control and ±100 the full control effect; nearly all actives have a fitted effect of over 55% in size
Target sequence (A8B2U2 whole entry, looked up): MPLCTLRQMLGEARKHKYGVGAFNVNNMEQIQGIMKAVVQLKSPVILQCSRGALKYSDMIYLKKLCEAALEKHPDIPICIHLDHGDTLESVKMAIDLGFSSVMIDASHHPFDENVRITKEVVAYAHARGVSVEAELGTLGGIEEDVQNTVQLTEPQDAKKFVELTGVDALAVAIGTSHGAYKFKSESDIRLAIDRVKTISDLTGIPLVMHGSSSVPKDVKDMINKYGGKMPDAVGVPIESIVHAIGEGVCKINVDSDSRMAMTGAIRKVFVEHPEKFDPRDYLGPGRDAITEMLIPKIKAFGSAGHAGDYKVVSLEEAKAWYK
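Giardia FBPA (40 nM reagent) was preincubated 10 min at RT with compound (up to 57.5 uM final), then substrate plus GAPDH/TPI/NAD/arsenate coupling system with diaphorase/resazurin was added; resorufin fluorescence (525/598 nm) was read after 20 min.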
Cycloheximide cs – counter-screen for Shiga toxin inhibitors: cycloheximide protein synthesis inhibition. cell reporter, cycloheximide protein synthesis inhibition counterscreen. max response, %. 300,000 tested, 12% active. AID 2314; in the data active means max response mostly above about 13%, no sharp cut-off; inactive means mostly below about 14%; further: read at 38.3 µM for the half of the compounds with a filed dose; 0% is about no effect
HCV inhibitor – blocks hepatitis C virus; Huh7.5.1 HCVcc-Cre infection, luciferase reporter, 44 h; Potency, µM (top dose mostly 41.8 µM), inactives show top-dose activity change, negative = inhibition, hits mostly inhibitors; 340,000 tested, 3.4% active; AID 651820; further: potency means the concentration at half of the fitted maximal effect; on the % scale 0 is the no-effect control and ±100 the full control effect
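Reporter virus HCVcc-Cre (~0.5 moi) infects cells exposed to compound; seeding density 1,000 cells/well with 4 h settling beforehand. Luminescence, 15 sec read, taken 44 h post-infection following a 15 min RT substrate incubation.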
Shiga toxin inh – inhibitors of Shiga toxin in Vero cells; Vero cells, Shiga toxin protein synthesis inhibition reporter; inhibition, % at 38.7 µM; 290,000 tested, 9.2% active; AID 2315; in the data active means inhibition mostly above about 28%, no sharp cut-off; inactive means mostly below about 43%; further: 0% is about no effect
Pf growth 48h – P. falciparum growth inhibition at 48 hours (one generation) | 310,000 tested, 5.9% active | P. falciparum luciferase growth in erythrocytes, 48 h | Potency, µM (highest dose often 28.7 µM), without a hit: at the top dose activity change, negative = inhibition, actives largely listed as inhibitors; further: potency means the concentration at half of the fitted maximal effect; on the % scale 0 is the no-effect control and ±100 the full control effect
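Compounds are pin-transferred into medium, infected erythrocytes (2% hematocrit, 0.1% parasitemia final) are added, and plates sit one parasite generation at 37 C in 5% CO2. Detection reagent is then added and luminescence measured.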
Pf growth 96h – P. falciparum growth inhibition at 96 hour, primary screen for plastid delayed-death inhibitors. AID 504834. 320,000 tested, 6.9% active. Potency, µM (doses to about 28.7 µM), for inactives: at the highest dose activity change, negative = inhibition, actives largely listed as inhibitors. P. falciparum luciferase reporter growth, 96 h; further: potency means the concentration at half of the fitted maximal effect; on the % scale 0 is the no-effect control and ±100 the full control effect
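Two-generation exposure (96 h) targets delayed-death phenotype. Reporter parasites carrying integrated firefly luciferase, in red cells at 2% hematocrit and 0.05% parasitemia final, kept at 37 C, 5% CO2; luminescence loss indicates inhibition.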
Active calls of the source: *; ? = inconclusive; nt = no result given; & = joins results of further samples; ! = not active in a repeat; [ ] = dose if it differs, or a comment. Unless noted, the call rests on the fitted dose curve; in most records, active means well fitted curve in the direction sought with a large enough effect; inconclusive means small, poorly fitted or top-dose-only effect, or another doubt; inactive means no such curve, though single readings can be large; an effect the other way counts as inactive or inconclusive. Rows were taken by chance, and some 24% of all compounds hit somewhere here.

SMILES	FBPA Giardia inh	Cycloheximide cs	HCV inhibitor	Shiga toxin inh	Pf growth 48h	Pf growth 96h
CCOC(=O)c1cc(S(=O)(=O)N2CCN(Cc3ccccc3)CC2)cn1C	-4%	1	14%	-4	12%	?
CC(=O)NCC(=O)OCC(=O)Nc1nc(-c2ccccc2)cs1	1%	16*	7%	63*	91%[activator]	154%[activator]
COc1ccc(Cl)cc1NC(=S)N1CCN(C(=O)c2ccco2)CC1	0%	-4	-9%	-9	5%	?
Cc1ccc(C2N=C(N)Nc3nc(=O)c4ccccc4n32)cc1 (configuration not stated)	1%	11	9%	19	?	9.3µM*
COc1ccccc1-c1cc(C(F)(F)F)nc(NCc2cccs2)n1	8%	-6	-3%	-9	?	5.9µM*
CCOC(=O)C1CCN(Cc2ccc3ccccc3c2)CC1	-27%	1	-10%	-10	-1%	13µM*
CCOC(=O)c1sc2nc(NC(=O)C3CCCCC3)sc2c1C	5%	-3	-5%	-7	nt	11%
COc1ccc(NC(=O)C2CC(=O)N(c3ccccc3Cl)C2)c(OC)c1 (configuration not stated)	4%	-5	1%	-6	-5%	15%
CC1CC(C)CN(c2oc(Cc3ccccc3)nc2C#N)C1 (configuration not stated)	3%	6	-13%	13	?	?
C/C(=N\NC(=O)Cc1c[nH]c2ccccc12)c1ccc2ccccc2c1	-3%	10	-15%	33	?	-6%
S=C(NCc1ccccc1)Nc1ccncc1	1%	-2	1.8µM*	-9	?	?
Cc1onc(-c2ccccc2)c1C(=O)N1CC(C)OC(C)C1 (configuration not stated)	5%	-1	5%	-23	-4%	177%[activator]
CC(C)n1c(SCc2cc(=O)[nH]c3ccccc23)nc2c1c(=O)n(C)c(=O)n2C	-1%	-7	11%	13	?	?
Cc1cccc(-n2c(/C=C/c3ccccn3)nc3ccccc3c2=O)c1	2%	-1	?	-5	?	?
Cc1ccccc1OCC(=O)Nc1cccc2nsnc12	-5%	-2	?	2	137%[activator]	?
O=C1CC(N2CCC(c3nc4ccccc4o3)CC2)C(=O)N1c1cc(Cl)cc(Cl)c1 (configuration not stated)	-5%	3	13%	-3	nt	?
O=S1(=O)CC2(N3CCOCC3)CCCCC21 (configuration not stated)	9%	3	9%	9	12%	7%
Cc1cc(=O)n2nc(N3CCCC(C(=O)NCc4ccccc4)C3)sc2n1 (configuration not stated)	-2%	-4	4%	-3	-2%	?
CCOc1ccccc1N(CC(=O)O)S(=O)(=O)c1ccccc1	9%	-1	8%	-9	16%	nt
CCCn1c(N2CCN(Cc3cccc(C)c3)CC2)nc2c1c(=O)[nH]c(=O)n2C	3%	-3	-20%	-7	nt	1.9µM*

Structures from the list above that contain four or more nitrogen atoms, in the order listed:
SMILES	FBPA Giardia inh	Cycloheximide cs	HCV inhibitor	Shiga toxin inh	Pf growth 48h	Pf growth 96h
Cc1ccc(C2N=C(N)Nc3nc(=O)c4ccccc4n32)cc1 (configuration not stated)	1%	11	9%	19	?	9.3µM*
CC(C)n1c(SCc2cc(=O)[nH]c3ccccc23)nc2c1c(=O)n(C)c(=O)n2C	-1%	-7	11%	13	?	?
Cc1cc(=O)n2nc(N3CCCC(C(=O)NCc4ccccc4)C3)sc2n1 (configuration not stated)	-2%	-4	4%	-3	-2%	?
CCCn1c(N2CCN(Cc3cccc(C)c3)CC2)nc2c1c(=O)[nH]c(=O)n2C	3%	-3	-20%	-7	nt	1.9µM*

The listing picks up; the 5 compounds before the break are reprinted first.
SMILES	FBPA Giardia inh	Cycloheximide cs	HCV inhibitor	Shiga toxin inh	Pf growth 48h	Pf growth 96h
O=C1CC(N2CCC(c3nc4ccccc4o3)CC2)C(=O)N1c1cc(Cl)cc(Cl)c1 (configuration not stated)	-5%	3	13%	-3	nt	?
O=S1(=O)CC2(N3CCOCC3)CCCCC21 (configuration not stated)	9%	3	9%	9	12%	7%
Cc1cc(=O)n2nc(N3CCCC(C(=O)NCc4ccccc4)C3)sc2n1 (configuration not stated)	-2%	-4	4%	-3	-2%	?
CCOc1ccccc1N(CC(=O)O)S(=O)(=O)c1ccccc1	9%	-1	8%	-9	16%	nt
CCCn1c(N2CCN(Cc3cccc(C)c3)CC2)nc2c1c(=O)[nH]c(=O)n2C	3%	-3	-20%	-7	nt	1.9µM*
O=C(Oc1ccc(N(Cc2cccs2)C2=NS(=O)(=O)c3ccccc32)cc1)c1ccco1	2%	-2	-22%&13%	-5	-27%	nt
CC(C)(C)NCC(O)c1cc(Cl)c(N)c(Cl)c1 (configuration not stated)	-6%&-7%&-5%	5&-3	-5%	-3&-16	12µM*	11µM*!
Cc1nn(CCC#N)c2[nH]c(=O)cc(C(F)(F)F)c12	-3%	-2	13%	-8	?	29%
CCN1CCN(c2ccc(S(=O)(=O)N3CCOCC3)cc2NC(=O)c2cc(Cl)nc3ccccc23)CC1	nt	nt	1%	nt	?	?
CC(C)N(C(=S)NC1CCCCC1)c1ccccc1	12%	6	nt	3	15%	33%[activator]
O=C(Nc1nccs1)c1ccc(F)c(S(=O)(=O)N2CCOCC2)c1	-1%	-3	-7%	2	7%	-4%
CCCCN(C(=O)c1cccc(-n2cccc2)c1)c1c(N)n(CCC)c(=O)[nH]c1=O	nt	nt	5%	nt	1%	44%[activator]
CC(C(=O)NC1=NCCS1)N1C(=O)c2ccccc2C1=O (configuration not stated)	0%	-3	15%	2	4%	3%
COc1ccc(OC)c(C2=NOC(C(=O)Nc3ccccc3SC)C2)c1 (configuration not stated)	-6%	9	-29%	-6	nt	?
CCOc1ccc(CCNC(=O)C2CC(=O)N(Cc3ccc(C)cc3)C2)cc1OCC (configuration not stated)	nt	nt	3%	nt	?	-5%
COc1ccc(C(=O)CSc2nncn2C)cc1	-8%	3	15%	19	10%	nt
Cc1ncc(CN2CCCC(C(=O)c3sccc3C)C2)s1 (configuration not stated)	-6%	7	-8%	-22	-16%	12µM*
CC(=O)c1sc(NC(=O)C(C)C)nc1C	nt	7	7%	-19	46%[activator]	6%
COc1ccc(OC)c2[nH]c(=O)c(CCNC(=O)Cc3cccs3)cc12	?	-2	-5%	-7	-9%	-7%
Cc1c(Cl)c([N+](=O)[O-])nn1CC(=O)NCC1CCCO1 (configuration not stated)	-1%	1	18%	-6	-3%	?
COc1cc(C2=NOC(C(=O)Nc3c(C)n(C)n(-c4ccccc4)c3=O)C2)cc(OC)c1OC (configuration not stated)	9%	-1	-4%	4	6%	37%[activator]
COCCn1c(Cc2ccccc2)nnc1SC(C)C(=O)NC1CC1 (configuration not stated)	nt	nt	6%	nt	?	?
COc1cc2nc(SCc3ccc(C(F)(F)F)cc3)n(Cc3cccs3)c(=N)c2cc1OC	2%	-1	7%	-12	?	0%
CCc1ccc(OCC(=O)N(CC)CC)cc1	4%	10	7%	20	8%	15%
Cc1ccccc1Nc1nnc(SCC(=O)c2c(N)n(C)c(=O)n(C)c2=O)s1	-9%	5	-9%	-1	5.2µM*	?

Whole records as entered above. Order of values: FBPA Giardia inh, Cycloheximide cs, HCV inhibitor, Shiga toxin inh, Pf growth 48h, Pf growth 96h
`COc1cc2nc(SCc3ccc(C(F)(F)F)cc3)n(Cc3cccs3)c(=N)c2cc1OC` is listed with 2%, -1, 7%, -12, ?, 0%
`COc1ccc(OC)c2[nH]c(=O)c(CCNC(=O)Cc3cccs3)cc12` is listed with ?, -2, -5%, -7, -9%, -7%

Remaining list, next part:
SMILES	FBPA Giardia inh	Cycloheximide cs	HCV inhibitor	Shiga toxin inh	Pf growth 48h	Pf growth 96h
Cc1[nH][nH]c(=O)c1C(c1ccc(N(C)C)c(Br)c1)c1c(C)[nH][nH]c1=O	-2%	-1	8%	-4	-5%	?
Cc1cc(C)nc(N(C#N)Cc2ccccc2)n1	-3%	5	13%	27	-9%	3%
O=C(Nc1cccc(C(=O)N2CCOCC2)c1)c1ccccc1Br	6%	-1	nt	-2	0%	0%
Cc1c(O)ccc2c(O)c(NC(=O)c3ccc4c(c3)CCC(C)(C)O4)c(=O)oc12	?	1	13%	-6	?	20%
O=C(O)CCNC1CCCCC1	1%	-6	-2%	-5	17%	106%[activator]
CC(NC(=O)Cn1nc(C(=O)O)c2ccccc2c1=O)C12CC3CC(CC(C3)C1)C2 (configuration not stated)	0%	-6	12%	-3	-2%	-36%[1.15 µM]
Cc1cc(NC(=O)CCC(=O)N(CC(=O)NCC2CCCO2)c2ccc(C(C)C)cc2)no1 (configuration not stated)	0%	-4	2%	-9	5%	?
C=CCNC(=S)NS(=O)(=O)c1cccs1	5.6µM*	-6	10%	13	-4%	3%
COc1ccc(NC(=O)C2CCCN(S(=O)(=O)c3ccc4c(c3)CCCN4C(C)=O)C2)cc1 (configuration not stated)	nt	4	?	-1	12µM*	-22%
O=S(=O)(c1ccc(Br)cc1)c1nc(-c2ccco2)oc1NCCCn1ccnc1	nt	nt	8%	nt	8.3µM*	?
Oc1cc(OCc2ccccc2)ccc1-c1[nH]ncc1-c1ccccc1	-12%	0	34%[activator]	-5	?	?
CC(C)CSC1=NSC2=NC(=O)/C(=C\c3ccccc3)C(=N)N12	13%	38*	?	77*	337%[activator]	?
Cc1nc2ccccc2nc1OCc1ccccc1	1%	18*	25%	25	16%	29%
CCNC(=O)C1CCCc2c1[nH]c1ccc(Cl)cc21 (configuration not stated)	1%	6	?	13	11%	-17%
COc1ccc(OC)c(NS(=O)(=O)c2cc3c4c(c2)CCN4C(=O)CC3)c1	nt	nt	?	nt	-2%	7%
N#Cc1ccc(OCC(=O)N(C2CCCCC2)C2CCS(=O)(=O)C2)cc1 (configuration not stated)	nt	nt	0%	nt	8%	-31%
O=C(OCC(=O)c1ccc(Cl)cc1Cl)c1ccc2c(c1)C(=O)N(c1cccc3ncccc13)C2=O	-3%	-1	-1%	-9	6%	32%[activator]
CCCS(=O)(=O)N1CCC(C(=O)NC2CCCC(C)C2C)CC1 (configuration not stated)	-2%	10	12%	29	17%	9.3µM*
O=C(c1ccc2c(c1)OCO2)N1CCCc2ccccc21	-8%	40*	-3%	74*	20%	nt
CC(=O)Oc1c(C)c(OC(C)=O)c2c(c1C(C)=O)OC1CC(=O)C(C(C)=O)=C(O)C21C (configuration not stated)	-1%	-2	10%	-7	8.3µM*	12µM*
O=C(c1ccccc1Br)N1CCN(c2ncccn2)CC1	2%	-4	28%	-1	46%[activator]	0%
CC(OC(=O)c1ccco1)C(=O)NC1CCCCC1 (configuration not stated)	0%	-3	-6%	-20	8%	?
COc1cccc(CC(=O)NC2CCSc3ccccc32)c1 (configuration not stated)	-1%	-1	-12%	-4	-13%	-2%

Bioassay records deposited in PubChem BioAssay by National Center for Advancing Translational Sciences (NCATS).
